# Screening data: PubChem, several laboratories
# p97 inhibitor: inhibitors of human p97 ATPase | P55072 | inhibition, % at 8 µM | recombinant p97 ATPase, Kinase-Glo ATP luminescence, 3 h | hit rate 0.42% among 220,000 | AID 1481; in the data active means inhibition above about 15%;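 further: 0% = DMSO vehicle and 100% = wells lacking enzyme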
# Rad51 HR inh: blocks human Rad51 in homologous recombination. inhibition, % at 10 µM. hRad51 DNA strand exchange, fluorescence dequenching. hit rate 0.085% among 200,000;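 active means inhibition above 40% at the single screening dose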;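 further: 0% = DMSO control wells and 100% = blanks with heterologous ssDNA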
#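 material = hRad51 filaments on single-stranded DNA | timing = filaments 15 min 37 °C, then compound 30 min | signal = FRET fluorescence dequenching, excitation 485 nm, emission 520 nm | benchmarks = control wells and blank wells on each plate | evaluation = percent inhibition relative to plate controls and blanks | compound = 10 µM final, single point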
# hK5 inh: blocks human kallikrein 5 protease activity; Q9Y337; recombinant hK5, fluorogenic AMC substrate cleavage; inhibition, % at 5 µM; hit rate 0.59% among 210,000; AID 873;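 active means inhibition of 40% or more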;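 further: 0% = enzyme controls without compound and 100% = no-enzyme blanks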
# Target sequence (Q9Y337 67-293 limits assumed): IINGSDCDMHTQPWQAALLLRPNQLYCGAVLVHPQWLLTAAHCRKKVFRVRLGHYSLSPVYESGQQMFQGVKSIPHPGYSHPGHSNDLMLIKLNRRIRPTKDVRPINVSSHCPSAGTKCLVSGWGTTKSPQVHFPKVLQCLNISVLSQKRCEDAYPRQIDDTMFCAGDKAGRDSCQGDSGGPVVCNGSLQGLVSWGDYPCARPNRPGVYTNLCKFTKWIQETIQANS
# eIF4E 4G PPI: inhibitors of eIF4E and eIF4G interaction in translation initiation; hit rate 0.37% among 220,000; P63073+Q04637; inhibition, % at 21.7 µM; AID 782; TR-FRET eIF4E-eIF4GI(517-606) binding, 2 h;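 active means inhibition above about 30%, limit read from the data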;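 further: 0% = full FRET control wells and 100% = background wells lacking eIF4GI fragment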
# FXIIa inh: inhibitors of human coagulation factor XIIa; purified FXIIa, Boc-QGR-AMC fluorogenic substrate, 2 h; AID 800; inhibition, % at 5 µM; hit rate 0.3% among 220,000; in the data active means inhibition above about 40%;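 further: 0% = enzyme with no compound and 100% = blank without enzyme; many of its hits are not listed in these tables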
# Target sequence (P00748 20-372 limits assumed): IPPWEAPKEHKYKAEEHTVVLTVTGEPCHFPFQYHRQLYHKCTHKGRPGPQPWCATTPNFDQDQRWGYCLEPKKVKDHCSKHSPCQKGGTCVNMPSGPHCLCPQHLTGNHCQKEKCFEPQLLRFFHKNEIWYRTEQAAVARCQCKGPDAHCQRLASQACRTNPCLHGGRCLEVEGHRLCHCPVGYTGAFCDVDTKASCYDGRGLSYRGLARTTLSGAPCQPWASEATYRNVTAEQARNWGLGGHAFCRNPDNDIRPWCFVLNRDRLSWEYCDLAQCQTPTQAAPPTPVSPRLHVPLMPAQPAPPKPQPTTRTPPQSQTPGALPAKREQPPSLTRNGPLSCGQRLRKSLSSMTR
# Target sequence (P00748 373-615 limits assumed): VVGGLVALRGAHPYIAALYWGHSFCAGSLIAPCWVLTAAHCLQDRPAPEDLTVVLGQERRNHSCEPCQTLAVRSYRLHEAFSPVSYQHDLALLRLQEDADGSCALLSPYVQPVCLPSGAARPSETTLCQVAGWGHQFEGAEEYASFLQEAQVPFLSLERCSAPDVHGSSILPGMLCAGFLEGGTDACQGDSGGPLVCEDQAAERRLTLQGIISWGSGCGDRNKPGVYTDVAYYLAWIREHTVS
# 14-3-3 Bad PPI: disrupts binding of bovine 14-3-3 zeta to phospho-Bad peptide | P63103 | hit rate 0.71% among 220,000 | inhibition, % at 21.7 µM | TR-FRET 14-3-3zeta/Dy647-pBad peptide displacement, 1 h;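 active means inhibition above about 70%, limit read from the data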;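 further: 0% = full 14-3-3 plus peptide FRET controls and 100% = background without 14-3-3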
# Target sequence (P63103 whole entry, looked up): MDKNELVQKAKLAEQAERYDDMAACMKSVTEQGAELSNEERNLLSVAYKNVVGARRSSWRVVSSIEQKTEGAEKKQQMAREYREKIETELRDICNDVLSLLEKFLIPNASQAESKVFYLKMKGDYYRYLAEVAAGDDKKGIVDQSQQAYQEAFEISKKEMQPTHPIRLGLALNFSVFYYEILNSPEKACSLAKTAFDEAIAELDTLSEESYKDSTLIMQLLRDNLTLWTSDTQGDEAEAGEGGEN
# Wee1 stabilizer: inhibitors of human Wee1 degradation; AID 1321; reporter increase, % at 5 µM; hit rate 1.2% among 220,000; HeLa Luc-Wee1K328M stability, luciferase luminescence; 100% = proteasome inhibitor MG132 effect;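 active means activation above the mean of all tested compounds plus 3 SD, set per screening run, cut at about 8.8% in these data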;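 further: cells exposed to compound for 20 h before luminescence read; 0% = DMSO alone and 100% = MG132 at 30 µM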
# FXIa inh 1536: inhibitors of human coagulation factor XIa; hit rate 0.14% among 220,000; purified FXIa, Boc-Glu-Ala-Arg-AMC fluorogenic substrate; inhibition, % at 5 µM; P03951; AID 798;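 active means inhibition of at least 40%; inactive means inhibition below 40%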;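 further: fluorescence of freed AMC excited at 355 nm; 0% = enzyme without compound and 100% = no enzyme blank; many of its hits are not listed in these tables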
# Mdm2 ligase inh: inhibitors of human Mdm2 E3 ubiquitin ligase | AID 1230 | signal enhancement, % at 5 µM | Q00987 | cell-based MDM2 ubiquitination luciferase reporter, 2 h; 0 = plate control, 100 = twice control, blank-subtracted | hit rate 0.11% among 210,000;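 active means signal enhancement of 30% or more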;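 further: luminescence tracks abundance of the self-degrading MDM2-luciferase fusion protein; higher signal means inhibition of MDM2 E3 ligase activity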
#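 Assay system: stable mammalian line carrying autodegrading MDM2–luciferase fusion reporter; Input: 2000 cells in each well; Compound dosing: single-point 5 µM; Schedule: 2 h compound exposure at 37 °C; Signal: SteadyLite luciferase luminescence after 15 min room-temperature reagent incubation; Evaluation: % luminescence enhancement versus blank-corrected plate control mean; Benchmarks: plate controls and plate blanks.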
# * = called active by the depositor; · = not tested or not shown; [ ] = another dose, or the depositor's remark.
# Sequence of screens: p97 inhibitor	Rad51 HR inh	hK5 inh	eIF4E 4G PPI	FXIIa inh	14-3-3 Bad PPI	Wee1 stabilizer	FXIa inh 1536	Mdm2 ligase inh
> N#CC1=C2SCC(O)(c3ccccc3)N2C(=O)CC1c1cccs1 (configuration not stated)
  5	-5	7	0	11	7	-2	-4	-12
> Cc1cc(C(=O)OCC(=O)N2CCOCC2)c2ccccc2n1
  4	0	-10	14	9	5	1	0	-17
> CCn1c(=O)n(CC(=O)N2CC(C)CC(C)C2)c(=O)c2ccccc21 (configuration not stated)
  1	7	-7	-2	6	-12	4	1	-15
> COc1cc(-c2cc(C(=O)Nc3ccc(O)cc3)c3ccccc3n2)cc(OC)c1OC
  8	3	1	0	2	13	1	-3	-4
> COC(=O)Cn1c(=NC(=O)CSC(C)=O)sc2ccccc21
  3	-3	-25	6	7	4	2	3	0
> O=C(CN1CCC(n2cnc3cc(F)ccc32)CC1)Nc1ccccc1Br
  3	21	6	3	7	-10	-2	4	1
> COc1ccc(Cl)cc1NC(=O)c1cccc(NC(=O)CCC(=O)O)c1
  3	2	-20	15[fluorescence artefact?]	3	-8	-2	-1	6
> Cc1ccc(S(=O)(=O)N[C@@H](CC(C)C)C(=O)NCc2ccco2)cc1
  0	5	-7	9	11	-5	-1	2	-17
> COCCNC(=O)Cn1cc(C(=O)c2cccs2)c2ccccc21
  1	-2	-6	2	12	4	2	7	2
> COc1ccc(CNC(=O)CSc2nnc(-c3cccnc3)n2N)cc1
  -3	-1	3	-6	7	-3	-1	3	-11
> CCc1cc2c(=O)c(-c3nc4ccccc4n3C)c(C)oc2c(CN2CCN(C)CC2)c1O
  -3	·	17	5	13	0	1	5	-11
> CC(=O)N1c2ccccc2C2(O)N=C(C)SC12 (configuration not stated)
  6	-3	-17	23	17	-35	0	11	2
> NC(=O)C1CCN(C2=C(NS(=O)(=O)c3ccc(Cl)cc3)C(=O)c3ccccc3C2=O)CC1
  -1	17	0	-1	4	4	0	-1	2
> CC(C)N(C(=O)CN1C(=O)NC2(CCCCCC2)C1=O)C(C)C
  -1	7	-8	3	12	-6	-2	5	1
> CSc1nc(N)nc(SCC(=O)CC(=O)OC(C)C)c1C#N
  4	-2	-19	10	9	-6	-3	0	-28
> CCN1CN(CCc2ccccc2)CNC1=S
  -1	9	-6	20	5	-15[fluorescence artefact?]	-2	1	5
> COc1ccc(OC)c(NC(=O)c2cc3c(Cl)nc4ccccc4c3s2)c1
  -1	-3	-7	-4[fluorescence artefact?]	14	28[fluorescence artefact?]	-1	10	-20
> N#CCC(=O)NNc1c([N+](=O)[O-])cc(C(F)(F)F)cc1[N+](=O)[O-]
  -9	13	5	-1	9	-2	1	4	-5
> CSC(=NC1CCCCC1)NS(=O)(=O)c1ccccc1
  2	-4	-19	3[fluorescence artefact?]	10	-6	-1	-1	-13
> CC(C)CN(CC(C)C)C(=O)CCCC(=O)N(CC(C)C)CC(C)C
  -5	25	-4	1	9	4	7	0	-4
> CSc1ccc(C(=O)C2CCCN(Cc3cccc4nccnc34)C2)cc1 (configuration not stated)
  -2	-16	2	2	6	5	0	5	-39
> Fc1ccc(NC(=S)NC2CCCCC2)c(F)c1F
  -2	4	-8	1	5	-1	-2	-4	-23
> CCN(CC)S(=O)(=O)c1cccc(NC(=O)COC(=O)CCC(=O)c2ccc(F)cc2)c1
  -2	·	-14	-4	7	9	2	-1	1
> O=c1c(Cl)c(NCc2ccccc2Cl)cnn1C12CC3CC(CC(C3)C1)C2
  4	·	1	4[fluorescence artefact?]	12	5	1	5	2
> COCCn1nnnc1C(c1cccs1)N1CCCC(C)C1 (configuration not stated)
  2	-54	-4	6	3	10	2	-3	-11
> O=S(=O)(NC1CCN(Cc2ccccc2)CC1)c1ccc2ccccc2c1
  -1	8	-4	-1	1	-15	-1	-6	-14
> COc1ccc(NC(=O)C(=O)N/N=C/c2cccnc2)c(OC)c1
  4	19	-12	0	14	10	0	14	-8
> O=C(NCC(c1cccnc1)N1CCOCC1)NC1CCCCC1 (configuration not stated)
  8	3	4	-1	1	-19	1	-5	-14
> CC(=O)/C=C(\C)NCCNc1c(F)c(F)c(CO)c(F)c1F
  9	·	6	-2	13	8	0	6	5
> CCn1c(SCc2nc3ccccc3[nH]2)nnc1-c1ccc(OC)cc1
  3	-2	-4	1	7	3	0	7	-4

# A portion of the results above, as a working copy:
# Sequence of screens: p97 inhibitor	Rad51 HR inh	hK5 inh	eIF4E 4G PPI	FXIIa inh	14-3-3 Bad PPI	Wee1 stabilizer	FXIa inh 1536	Mdm2 ligase inh
> COCCn1nnnc1C(c1cccs1)N1CCCC(C)C1 (configuration not stated)
  2	-54	-4	6	3	10	2	-3	-11
> O=S(=O)(NC1CCN(Cc2ccccc2)CC1)c1ccc2ccccc2c1
  -1	8	-4	-1	1	-15	-1	-6	-14
> COc1ccc(NC(=O)C(=O)N/N=C/c2cccnc2)c(OC)c1
  4	19	-12	0	14	10	0	14	-8
> O=C(NCC(c1cccnc1)N1CCOCC1)NC1CCCCC1 (configuration not stated)
  8	3	4	-1	1	-19	1	-5	-14
> CC(=O)/C=C(\C)NCCNc1c(F)c(F)c(CO)c(F)c1F
  9	·	6	-2	13	8	0	6	5
> CCn1c(SCc2nc3ccccc3[nH]2)nnc1-c1ccc(OC)cc1
  3	-2	-4	1	7	3	0	7	-4

# Later entries.
# Sequence of screens: p97 inhibitor	Rad51 HR inh	hK5 inh	eIF4E 4G PPI	FXIIa inh	14-3-3 Bad PPI	Wee1 stabilizer	FXIa inh 1536	Mdm2 ligase inh
> CCC/C(=N\NC(=O)Cc1csc(N2CCOCC2)n1)c1ccccc1
  4	5	-8	-3	1	-9	-2	-9	-11
> COc1ccc(CC(=O)N2CCN(c3ccccn3)CC2)cc1
  -8	4	-26	0	-8	-6	-3	-7	-14
> CC1CN(S(=O)(=O)c2cccc(C(=O)Nc3ccc4c(c3)CCC4)c2)CC(C)O1 (configuration not stated)
  -4	-1	-12	1	6	-18[fluorescence artefact?]	-3	-2	-7
> COc1ccc(/C=C/C(=O)Nc2ccccc2C)cc1S(=O)(=O)N1CCOCC1
  -4	-3	18	-9	22	0	-2	8	·
> O=C(NC1CCCCC1)c1cccs1
  0	-4	-26	-7[fluorescence artefact?]	19	-14[fluorescence artefact?]	1	4	-7
> COc1ccc(-c2nc(CNS(=O)(=O)c3ccc(OC)c(OC)c3)cs2)cc1
  -3	-7	-27	8	8	-4	0	1	-13
> O=C(NCCc1ccc(F)cc1)C1CCCCC1
  4	-5	-2	1	1	5	-3	-4	5
> COC(=O)c1ccccc1NC(=O)COc1ccccc1
  -1	-3	3	-9	4	-1	13*	-4	-39
> CC12CCC(C(N)=O)(C1Br)C2(C)C (configuration not stated)
  6	-4	-27	1	6	-8[fluorescence artefact?]	7	3	2
> CCC(=O)Nc1ccc(N2CCN(C(=O)c3cccs3)CC2)cc1
  4	-7	-8	5	1	-11	-2	-4	-8
> O=C(O)c1csc(-n2nc(-c3ccccc3)cc2C(F)(F)F)n1
  7	4	0	0	7	12	-2	-4	-12
> CCCCN(CC)Cc1ccc(CNC(=O)Nc2ccc(OC)cc2OC)o1
  -5	-3	-8	-9	11	-6	-1	0	-7
> Cc1ccc(-c2nc3ncccc3o2)cc1NC(=O)CC(C)C
  2	-25	-2	20	8	13	1	8	3
> CCCCCOC(=O)c1ccccc1C(=O)O
  2	11	-7	-2	-7	-2	-2	-6	1
> COc1ccc(C)cc1NC(=O)C(OC(=O)CNC(=O)c1cc(C)cc(C)c1)c1ccccc1 (configuration not stated)
  -4	-11	-7	8	8	0	2	-1	67*
> O=C(COC(=O)Cn1cnc2ccccc2c1=O)Nc1cc(Cl)ccc1[N+](=O)[O-]
  -1	13	-8	14	10	-1	0	9	9
> CC(C)c1ccc(/C=C/C(=O)NCCC2=CCCCC2)cc1
  -7	27	39	-12	21	14	6	14	-87
> O=C(N/N=C1\CCc2ccccc21)c1ccccc1O
  -4	-2	-7	-2	8	-1	-2	3	-42
> CCCC(=O)C1C(=O)CC(C)(C)C(c2cc(C)no2)C1=O (configuration not stated)
  3	-11	-16	-10	15	2	1	-2	-6
> CCCN(CCO)Cc1ccc2ccccc2c1
  -3	·	-16	6	15	12	0	1	-5
> CCN(CC)S(=O)(=O)c1ccc(Cl)c(C(=O)NCC2CCCO2)c1 (configuration not stated)
  5	-4	-5	-11	18	-9	0	5	-6
> CCCCCOc1ccc(CSc2ncn[nH]2)cc1
  -7	1	-3	5	3	3	6	0	·
> CCn1c([N+](=O)[O-])nc2c1c(=O)[nH]c(=O)n2C
  4	0	-3	7	8	7	-1	-6	-6
> CCC(Sc1ccccn1)C(=O)Nc1cccc([N+](=O)[O-])c1 (configuration not stated)
  -2	·	·	1	2	-4	-2	-4	-18
> COc1ccc(N2CSC3=C(C#N)C(c4cccs4)CC(=O)N3C2)cc1 (configuration not stated)
  9	-5	-18	47*[fluorescence artefact?]	15	65[fluorescence artefact?]	-2	4	-16
> CC(=O)c1ccc(NC(=S)Nc2ccn(Cc3ccc(Br)cc3)n2)cc1
  4	24	-6	0	4	-16	4	-3	-12
> CCCCc1nnc(NC(=O)C(C)Sc2nc(N)cc(=O)[nH]2)s1 (configuration not stated)
  -7	-1	5	-6	3	-5	0	-4	0
> CCn1c(=N)n(CC(=O)c2cccc(OC)c2)c2ccccc21
  ·	1	-6	3[fluorescence artefact?]	13	2	·	-1	-15
> CC1CCc2cc(F)ccc2N1C(=O)CSc1nnc2c3cc(F)ccc3n(C)c2n1 (configuration not stated)
  4	-2	2	1	1	0	2	-21	-21
> Brc1cnc(N2CCCCC2)nc1N1CCOCC1
  4	4	-1	3	-2	6[fluorescence artefact?]	8	-7	2
> CC(C)C(C(=O)Nc1nccs1)c1ccccc1 (configuration not stated)
  -3	5	-3	1	10	-3	0	-5	-17
> O=C(CCCc1nc(-c2ccccc2Cl)no1)NCc1cccnc1
  5	4	-26	-1	12	-4	1	-12	-8
> Cc1cc(C)c(S(=O)(=O)Nc2ccc(C(N)=O)cc2)c(C)c1
  2	4	-1	-2	7	-4	-4	-4	-3
> CCn1c(=O)cc(OCC(=O)N2CCN(c3cccc(C(F)(F)F)c3)CC2)c2ccccc21
  2	1	2	6	8	-11	1	0	-6
> Nc1nnc(-c2ccc(Cl)c(Cl)c2)s1
  8	9	-10	5	1	-6	0	0	-12
> N#Cc1c2c(c(Nc3ccccc3)n3c1nc1ccccc13)CCC2
  5	-2	-27	-7	9	-5	-2	-5	-4
> COc1ccc(CSc2nnc(C)n2N)cc1Br
  5	5	-25	5	3	-5	0	-6	-17
> Cc1ccc2[nH]c(O)c(N=NC(=O)C(C)n3cnc4ccccc4c3=O)c2c1 (configuration not stated)
  7	·	-3	2[fluorescence artefact?]	5	-13	-3	-1	-5
> O=C(NCCCCCc1nc2ccccc2[nH]1)c1ccccc1Cl
  8	17	-4	-6	2	4	1	-2	·
> c1ccc2c3c(c(CN4CCCC4)cc2c1)COC3
  5	-35	3	0	7	-11	-1	-2	-8
> COc1ccc(-c2ccc(S(=O)(=O)NCC3CCCO3)cc2)cc1 (configuration not stated)
  -1	3	-11	8	17	-7	1	9	-21
